Source: PubChem
NOD2-RIPK2 inh – blocks binding of human NOD2 to RIPK2. O43353. CHO BLA complementation NOD2-RIPK2, CCF4 ratio. inhibition, % at 4.98 µM. 360,000 compounds, 0.38% hits. AID 624267; in the data active = inhibition above about 21%;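 also: 0% = vehicle only and 100% = reference blocker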
Target sequence (O43353 whole entry, looked up): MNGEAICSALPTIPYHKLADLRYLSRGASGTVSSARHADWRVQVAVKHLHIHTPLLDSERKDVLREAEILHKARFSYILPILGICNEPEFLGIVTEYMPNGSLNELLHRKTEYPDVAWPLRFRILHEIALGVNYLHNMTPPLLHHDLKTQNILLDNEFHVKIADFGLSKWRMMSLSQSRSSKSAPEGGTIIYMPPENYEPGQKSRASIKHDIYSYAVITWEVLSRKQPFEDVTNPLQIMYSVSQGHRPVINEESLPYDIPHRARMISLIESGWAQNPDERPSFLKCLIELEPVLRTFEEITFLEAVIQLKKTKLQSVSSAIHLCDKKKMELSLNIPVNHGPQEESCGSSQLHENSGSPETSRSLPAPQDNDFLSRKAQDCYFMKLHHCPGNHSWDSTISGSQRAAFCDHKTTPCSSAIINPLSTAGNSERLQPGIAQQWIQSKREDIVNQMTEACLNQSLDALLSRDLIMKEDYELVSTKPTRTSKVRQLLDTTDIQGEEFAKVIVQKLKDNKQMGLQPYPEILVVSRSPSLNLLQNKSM
NCOA1 inh – inhibits human SRC1 coactivator; Q15788; HEK293 GAL4-SRC1 luciferase reporter, luminescence; inhibition, % at 3.6 µM; 360,000 compounds, 0.12% hits; AID 588354;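 active = inhibition above the campaign mean plus 3 SD, with each screening campaign given its own cutoff, cut at about 60% in these data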;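 also: 0% = DMSO treated cells and 100% = gossypol at 36 µM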
NR5A2 inv ag – suppresses constitutive activity of human LRH-1. HEK293T StAR-luciferase reporter, LRH-1 transfected, 24 h. inhibition, % at 3.6 µM. O00482. 360,000 compounds, 0.13% hits;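 active = inhibition above the mean inhibition of all tested compounds plus 3 SD, cut at about 73% in these data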;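 also: 0% = DMSO wells and 100% = reporter-only cells lacking LRH-1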
Target sequence (O00482 whole entry, looked up): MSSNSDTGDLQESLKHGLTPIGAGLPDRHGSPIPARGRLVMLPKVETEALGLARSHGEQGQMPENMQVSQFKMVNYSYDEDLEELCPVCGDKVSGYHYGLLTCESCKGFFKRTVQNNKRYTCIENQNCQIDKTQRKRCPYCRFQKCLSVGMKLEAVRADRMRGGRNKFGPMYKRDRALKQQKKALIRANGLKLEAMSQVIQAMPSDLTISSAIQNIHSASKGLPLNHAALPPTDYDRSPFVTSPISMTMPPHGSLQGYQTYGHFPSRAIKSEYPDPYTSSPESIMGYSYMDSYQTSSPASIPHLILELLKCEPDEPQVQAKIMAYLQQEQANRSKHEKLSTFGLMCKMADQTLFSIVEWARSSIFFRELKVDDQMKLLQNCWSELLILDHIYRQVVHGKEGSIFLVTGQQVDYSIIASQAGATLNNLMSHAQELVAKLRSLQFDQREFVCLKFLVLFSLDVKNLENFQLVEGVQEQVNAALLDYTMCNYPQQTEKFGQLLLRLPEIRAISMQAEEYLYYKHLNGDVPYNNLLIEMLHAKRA
TROY NFkB inh – blocks TROY-dependent signaling in reporter cells. Q293 LMP1-TROYcd NF-kB luciferase reporter, 4 h. inhibition, % at 10 µM. 360,000 compounds, 0.98% hits. AID 1347056;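 active = compounds whose plate-normalised and pattern-corrected inhibition of the luciferase reporter signal at the single screening dose is 50% or more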
LMP1 NFkB inh – Epstein-Barr LMP1 NF-kappaB reporter inhibition; AID 504558; inhibition, % at 12.5 µM; LMP1-induced NF-kappaB luciferase reporter cells, luminescence; 350,000 compounds, 0.69% hits; in the data active = inhibition above about 41%;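 also: 0% = neutral control wells and 100% = reference inhibitor control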
COUP-TFII inh – inhibitors of human COUP-TFII (NR2F2); P24468; HEK293T NGFI-A luciferase reporter, luminescence; inhibition, % at 8.6 µM; 370,000 compounds, 0.7% hits; AID 686940;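 active = inhibition above a per-plate cutoff, mean inhibition of test wells between control levels plus 3 SD, cut at about 38% in these data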;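 also: cells cotransfected with COUP-TFII expression vector driving the NGFI-A reporter; 0% = median of COUP-TF2 test wells and 100% = reporter-only cells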
NCOA3 inh – inhibitors of human steroid receptor coactivator 3 (SRC3); AID 588352; inhibition, % at 3.6 µM; HEK293 GAL4-SRC3 luciferase reporter, luminescence; 360,000 compounds, 0.17% hits; Q9Y6Q9;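 active = inhibition above a per-campaign cutoff, the mean of all compounds plus 3 SD, cut at about 60% in these data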;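 also: 0% = DMSO-treated cells and 100% = gossypol-treated cells at 36 µM; higher means less SRC3-driven luciferase light from the GAL4 reporter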
TLR9-MyD88 block – blocks human TLR9 binding to MyD88; CHO BLA complementation TLR9-MyD88, CCF4 FRET ratio; inhibition, % at 4.98 µM; 340,000 compounds, 0.21% hits;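 active = inhibition above the mean over all tested compounds plus 3 SD, cut at about 21% in these data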;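 also: 0% = DMSO only wells and 100% = clavulanate BLA inhibitor control wells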
TWEAK-Fn14 inh – TWEAK-Fn14 signaling inhibition; inhibition, % at 10 µM; TWEAK-stimulated Fn14 reporter cells, luciferase luminescence, 8 h; 360,000 compounds, 2% hits; AID 1159606; in the data active = inhibition above about 50%
SRC2 inh – human SRC2 (NCOA2) inhibition. HEK293 GAL4-SRC2 luciferase reporter, luminescence. 370,000 compounds, 0.17% hits. inhibition, % at 9 µM. Q15596;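 active = inhibition above the mean inhibition of all tested compounds plus 3 SD, set per campaign, cut at about 52% in these data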;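 also: 0% = DMSO treated cells and 100% = cells given Gossypol at 36 µM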
TRAIL sens C8 – caspase-8 TRAIL sensitization; 360,000 compounds, 1% hits; inhibition (viability loss, TRAIL sensitization), % at 10 µM; AID 624354; NB7+C8 cells + TRAIL, ATPlite viability luminescence;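 active = compounds causing at least 50% loss of cell viability in the single-dose screen, relative to plate controls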
* marks the source's active call; other numbers are inactive results; nt = not tested or not shown.

SMILES	NOD2-RIPK2 inh	NCOA1 inh	NR5A2 inv ag	TROY NFkB inh	LMP1 NFkB inh	COUP-TFII inh	NCOA3 inh	TLR9-MyD88 block	TWEAK-Fn14 inh	SRC2 inh	TRAIL sens C8
O=C(NNc1cccc(Cl)n1)c1ccc(Cl)nc1	6.9	8.5	13.8	-1.9	-1.0	8.6	18.8	-6.5	0.4	3.9	2.5
Cn1cccc1C1CCCN1CC(=O)Nc1ccc(C(N)=O)cc1 (stereo unspecified)	-3.4	-5.6	2.4	-6.4	-5.4	0.0	-10.7	15.5	13.2	13.7	4.6
O=C(OCc1ccccc1C(F)(F)F)c1cc([N+](=O)[O-])ccc1N1CCOCC1	-3.9	9.2	28.4	-8.4	-4.1	-19.3	6.7	-6.0	-29.6	12.7	8.3
CC(C)[C@H](Nc1ccc(S(=O)(=O)N2CCOCC2)cc1[N+](=O)[O-])C(=O)OCC(=O)N(C(C)C)C(C)C	-5.4	-9.9	9.7	-11.6	0.8	-8.3	-5.1	8.9	3.0	-19.8	10.2
O=C(CSc1n[nH]c(=O)[nH]c1=O)NC1CCCCC1	-24.8	-11.8	-8.8	-17.9	-0.1	3.4	15.6	-8.0	-7.7	22.4	27.1
O=C(NC1CCCCC1)n1c(=O)oc2cc(S(=O)(=O)N3CCCCC3)ccc21	9.8	-118.1	-10.6	-36.6	-3.3	-17.2	-12.5	-4.1	-2.9	8.9	-14.3
Cc1noc(C)c1COc1ccc(C(=O)NCc2cccs2)cc1	-2.3	8.8	13.8	2.9	7.0	9.1	5.3	-9.0	-13.4	1.4	-1.6
C/C(=N\OC(=O)c1ccc(F)cc1)c1sc(-c2ccccc2)nc1C	3.4	-47.4	-17.2	-67.9	-39.5	-28.2	-43.1	-2.6	-29.2	-38.4	7.4
COc1ccc(CC(=O)NC(C)(C)CC(C)=O)cc1OC	19.9	8.4	13.8	-6.2	-1.3	-15.8	10.6	-10.3	-9.5	5.5	-8.4
O=C(N/N=C\c1cccc(Br)c1)c1ccccc1-n1cccc1	-5.3	17.5	4.3	-5.2	13.8	7.5	17.4	-4.3	11.3	10.7	-9.4
CCOc1ccc(NC(=O)C2CC(=O)N(C)C(=Nc3ccc4c(c3)OCO4)S2)cc1 (stereo unspecified)	0.0	3.5	-8.5	13.9	3.4	-19.8	18.0	5.4	-6.9	-27.1	-14.4
CCOC(=O)Cc1csc(NC(=O)CSc2nnc(-n3nc(C)cc3C)c3ccccc23)n1	-6.9	-15.2	9.9	17.1	11.7	5.9	1.4	6.4	-11.4	-12.9	-13.2
CCOc1ccccc1NC(=S)N(CCOC)C1CCN(C(C)=O)CC1	-3.6	-18.4	-8.6	9.4	-4.7	1.1	2.1	-3.9	2.2	8.5	-3.2
COc1ccc(NC(=O)c2cc([N+](=O)[O-])ccc2N2CCCCC2)cc1	2.0	2.3	-13.1	10.3	1.3	5.1	-1.9	5.1	7.8	15.6	15.8
CCOC(=O)C1=C(N)Oc2cc(O)ccc2C1c1ccc([N+](=O)[O-])cc1 (stereo unspecified)	-8.3	13.2	10.5	10.3	2.5	-10.5	13.1	-1.5	2.1	-3.8	3.5
Cc1ccc(C(N)=O)cc1S(=O)(=O)Nc1cccc(C)c1C	-1.4	-1.1	7.6	-18.9	-12.0	-4.0	8.5	0.9	-17.7	-14.1	2.5
O=C(COc1ccccc1)Nc1cccc2c1CCCC2	-4.1	18.1	-0.2	-16.7	-6.7	1.8	-38.4	5.9	6.9	-1.8	-5.9
COC(=O)c1cc(Br)c(=O)n(-c2ccccc2F)c1	-7.7	-6.2	-6.3	-4.9	3.3	0.5	-16.9	-4.9	-10.8	2.3	21.2
c1ccc(-c2oc3ncnc(NCCCn4ccnc4)c3c2-c2ccccc2)cc1	1.8	1.4	-6.0	43.3	-7.5	nt	16.2	-1.3	3.2	nt	18.1
COc1ccc(C2(CNC(=O)c3ccc(C)cc3)CCOCC2)cc1	-1.0	2.1	3.1	-2.7	1.0	-0.6	-21.1	-13.0	1.7	2.1	-9.5
COc1ccc(C(=O)Nc2ccc(Cl)cc2C(=O)NCCO)cc1	1.2	0.4	16.4	-24.9	-0.2	-2.0	-0.3	-8.9	6.8	12.1	-1.9
O=C(NCc1ccco1)c1cnn2c(C(F)(F)F)cc(-c3cccs3)nc12	3.3	2.2	1.5	10.3	-10.3	-7.9	23.1	-3.9	-11.7	-4.7	10.8
Cc1cccc(C)c1OCC(=O)NNC(=O)CCCn1c(=O)oc2ccccc21	-18.8	11.8	9.5	20.7	4.1	12.5	-1.3	-7.5	5.5	-11.6	-6.6
C=CCC[C@H](Cc1ccc(F)cc1)C(=O)OC[C@@H]1CCCN1C(=O)[C@@H](CC=C)CC(=O)NCCO	0.6	-2.7	-1.9	-11.7	-6.3	8.4	7.3	4.3	7.5	-7.0	0.7
CCNC(=S)NN=C1CCC(C(C)(C)C)CC1 (stereo unspecified)	-10.6	9.0	-16.7	-7.0	-4.6	-16.9	-6.6	-5.6	12.4	4.1	3.2
O=C(O)/C=C/c1ccc([N+](=O)[O-])o1	8.9	-5.6	4.4	0.8	-3.9	-11.2	-12.8	3.8	2.8	-1.3	-4.3
COc1ccccc1NC(=O)c1cc(C(=O)Nc2ccccc2OC)cc(N2C(=O)CCC2=O)c1	-3.7	-13.9	7.9	-7.4	-5.3	3.4	21.5	-3.7	-10.4	-17.4	2.6
COc1ccc2c(c1)C[C@]1(C)c3ccccc3C(=O)N(Cc3ccccc3)[C@H]21	18.9	-6.2	23.6	-0.2	-1.2	11.4	-22.5	10.7	19.1	7.2	-0.8
O=c1cc(-c2ccccc2)nc2nc(CCc3ccccc3)[nH]n12	-10.1	-5.3	-18.9	1.9	2.7	15.8	-35.2	-3.7	5.9	-18.4	-2.3
COc1ccc(C(=O)NC2CCCc3c2cnn3-c2ccccc2F)o1 (stereo unspecified)	4.5	-21.2	-4.6	11.1	10.4	10.8	-33.1	-17.3	-16.5	4.0	0.7
O=C(NCc1ccc2c(c1)OCO2)Oc1ccccc1	-5.5	12.8	11.7	-3.9	-4.2	-3.6	5.1	-5.2	25.7	-2.8	-8.7
CCOc1ccc(CN(C(=O)c2ccccn2)c2ccc(OC)c(Cl)c2)cc1	1.8	-45.3	-22.3	-28.0	-13.9	4.4	-18.1	2.4	-12.0	-2.9	28.4
CN1CCN(c2ccc(NC(=O)c3cccs3)cc2)CC1	-14.5	-78.5	-109.9	27.9	-18.5	-25.9	-71.9	6.4	17.8	-60.8	16.6
Cc1ccc(CNC(=O)C2CCC(=O)N(CCc3ccccn3)C2)s1 (stereo unspecified)	-6.9	-10.5	3.9	20.2	1.9	4.0	0.4	-9.8	21.2	-4.3	1.0
CN(C=C1C(=O)CC(C)(C)CC1=O)CCN1CCNCC1	-1.0	-7.1	6.7	-4.9	-5.8	-8.5	0.4	10.1	-2.5	7.2	-16.4
O=C(O)CCc1ccc(-c2ccccc2)n1NC(=O)c1cccs1	-8.6	-34.0	-0.1	-1.9	0.0	-10.3	11.8	0.6	11.0	-14.0	-2.6
CCCN(CCC(=O)Nc1cc(OC)cc(OC)c1)CC1CC1	-0.4	-0.2	10.0	-3.4	6.7	-6.6	-2.0	-5.8	-1.2	-32.9	0.6
COc1ccc2c(c1)c(/C=N/Nc1nc3ccccc3[nH]1)c(C)n2C	-7.2	-2.0	5.0	54.0*	-3.6	18.2	16.3	-6.0	88.1*	-12.3	29.9
O=c1ccc2cc(S(=O)(=O)N3CCN(c4ccccc4F)CC3)ccc2[nH]1	-10.3	0.4	-10.1	14.2	-11.4	14.4	-5.5	-3.5	11.2	9.3	-8.6
Cc1ccc(S(=O)(=O)CCc2nc3ccccc3[nH]2)cc1C	-4.6	-1.3	8.7	-7.5	1.6	-14.7	4.9	-4.2	1.4	-7.5	-4.3

The list goes on; it opens with the 4 that closed the last part.
SMILES	NOD2-RIPK2 inh	NCOA1 inh	NR5A2 inv ag	TROY NFkB inh	LMP1 NFkB inh	COUP-TFII inh	NCOA3 inh	TLR9-MyD88 block	TWEAK-Fn14 inh	SRC2 inh	TRAIL sens C8
CCCN(CCC(=O)Nc1cc(OC)cc(OC)c1)CC1CC1	-0.4	-0.2	10.0	-3.4	6.7	-6.6	-2.0	-5.8	-1.2	-32.9	0.6
COc1ccc2c(c1)c(/C=N/Nc1nc3ccccc3[nH]1)c(C)n2C	-7.2	-2.0	5.0	54.0*	-3.6	18.2	16.3	-6.0	88.1*	-12.3	29.9
O=c1ccc2cc(S(=O)(=O)N3CCN(c4ccccc4F)CC3)ccc2[nH]1	-10.3	0.4	-10.1	14.2	-11.4	14.4	-5.5	-3.5	11.2	9.3	-8.6
Cc1ccc(S(=O)(=O)CCc2nc3ccccc3[nH]2)cc1C	-4.6	-1.3	8.7	-7.5	1.6	-14.7	4.9	-4.2	1.4	-7.5	-4.3
Cc1cc([N+](=O)[O-])nn1CC(=O)Nc1ccc(F)cc1	6.3	2.8	-2.3	8.6	0.1	-15.3	8.7	0.9	-32.3	-1.4	3.7
NS(=O)(=O)c1cc(C2(O)NC(=O)c3ccccc32)ccc1Cl (stereo unspecified)	-3.1	-2.6	-6.2	5.7	4.8	3.0	6.9	2.3	-22.4	-13.0	0.5
COc1ccc(-n2nnnc2SCC(=O)Nc2ccccc2)cc1	3.6	7.7	3.0	0.3	-0.1	-0.3	-5.6	4.6	-2.7	-25.3	9.6
Cc1cc(C2=NNC(=Nc3ccc(S(=O)(=O)N4CCOCC4)cc3)SC2)c(C)n1C	0.7	-14.5	-10.2	-3.5	-2.0	-3.1	8.4	-0.2	-25.5	9.2	9.8

Among those listed so far, these have an NH in an aromatic ring:
SMILES	NOD2-RIPK2 inh	NCOA1 inh	NR5A2 inv ag	TROY NFkB inh	LMP1 NFkB inh	COUP-TFII inh	NCOA3 inh	TLR9-MyD88 block	TWEAK-Fn14 inh	SRC2 inh	TRAIL sens C8
O=C(CSc1n[nH]c(=O)[nH]c1=O)NC1CCCCC1	-24.8	-11.8	-8.8	-17.9	-0.1	3.4	15.6	-8.0	-7.7	22.4	27.1
O=c1cc(-c2ccccc2)nc2nc(CCc3ccccc3)[nH]n12	-10.1	-5.3	-18.9	1.9	2.7	15.8	-35.2	-3.7	5.9	-18.4	-2.3
COc1ccc2c(c1)c(/C=N/Nc1nc3ccccc3[nH]1)c(C)n2C	-7.2	-2.0	5.0	54.0*	-3.6	18.2	16.3	-6.0	88.1*	-12.3	29.9
O=c1ccc2cc(S(=O)(=O)N3CCN(c4ccccc4F)CC3)ccc2[nH]1	-10.3	0.4	-10.1	14.2	-11.4	14.4	-5.5	-3.5	11.2	9.3	-8.6
Cc1ccc(S(=O)(=O)CCc2nc3ccccc3[nH]2)cc1C	-4.6	-1.3	8.7	-7.5	1.6	-14.7	4.9	-4.2	1.4	-7.5	-4.3

Some of the compounds tested; count on the stated rates, not on these rows.
